# Thrombin inh = human alpha-thrombin inhibitors, primary screen, counter-screen for coagulation protease inhibitor project, biochemical, 1536-well, fluorogenic AMC substrate. Prothrombin (Homo sapiens), P00734. Boc-VPR-AMC fluorogenic substrate cleavage. inhibition, % at 5 µM. 220,000 tested, 0.26% active;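 active = inhibition at or above 40%; inactive = inhibition below 40%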;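 also: 0% = enzyme with no compound and 100% = wells without enzyme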
#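 Material: Human alpha-thrombin protein | Buffer or medium: pH 7.5 Tris-saline with Tween 20 | Reagent: Boc-VPR-AMC substrate, 15 µM final | Schedule: Reaction at ambient temperature | Detection: AMC fluorescence at 355 nm excitation and 460 nm emission | Evaluation: Percent inhibition scaled between no-compound controls and no-enzyme blanks | Controls: no-compound enzyme wells and no-enzyme blanks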
# KCC2 mod = KCC2 cotransporter modulators, thallium flux, primary screen, cell-based, HEK293 KCC2, FluoZin-2 fluorescence, MLSMR; Solute carrier family 12 member 5 (Homo sapiens), Q9H2X9; KCC2 cells, thallium flux FluoZin-2 fluorescence; B-score of Tl+ flux slope (higher = more flux/activation; lower = inhibition) at 10 µM; 190,000 tested, 2.2% active;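 active = thallium flux slope and its plate-corrected score both differing from the plate sample mean at a set confidence after two filtering rounds, in either direction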;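 also: slope of fluorescence scaled to starting intensity during 10 to 20 s after thallium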
# Target sequence (Q9H2X9 whole entry, looked up): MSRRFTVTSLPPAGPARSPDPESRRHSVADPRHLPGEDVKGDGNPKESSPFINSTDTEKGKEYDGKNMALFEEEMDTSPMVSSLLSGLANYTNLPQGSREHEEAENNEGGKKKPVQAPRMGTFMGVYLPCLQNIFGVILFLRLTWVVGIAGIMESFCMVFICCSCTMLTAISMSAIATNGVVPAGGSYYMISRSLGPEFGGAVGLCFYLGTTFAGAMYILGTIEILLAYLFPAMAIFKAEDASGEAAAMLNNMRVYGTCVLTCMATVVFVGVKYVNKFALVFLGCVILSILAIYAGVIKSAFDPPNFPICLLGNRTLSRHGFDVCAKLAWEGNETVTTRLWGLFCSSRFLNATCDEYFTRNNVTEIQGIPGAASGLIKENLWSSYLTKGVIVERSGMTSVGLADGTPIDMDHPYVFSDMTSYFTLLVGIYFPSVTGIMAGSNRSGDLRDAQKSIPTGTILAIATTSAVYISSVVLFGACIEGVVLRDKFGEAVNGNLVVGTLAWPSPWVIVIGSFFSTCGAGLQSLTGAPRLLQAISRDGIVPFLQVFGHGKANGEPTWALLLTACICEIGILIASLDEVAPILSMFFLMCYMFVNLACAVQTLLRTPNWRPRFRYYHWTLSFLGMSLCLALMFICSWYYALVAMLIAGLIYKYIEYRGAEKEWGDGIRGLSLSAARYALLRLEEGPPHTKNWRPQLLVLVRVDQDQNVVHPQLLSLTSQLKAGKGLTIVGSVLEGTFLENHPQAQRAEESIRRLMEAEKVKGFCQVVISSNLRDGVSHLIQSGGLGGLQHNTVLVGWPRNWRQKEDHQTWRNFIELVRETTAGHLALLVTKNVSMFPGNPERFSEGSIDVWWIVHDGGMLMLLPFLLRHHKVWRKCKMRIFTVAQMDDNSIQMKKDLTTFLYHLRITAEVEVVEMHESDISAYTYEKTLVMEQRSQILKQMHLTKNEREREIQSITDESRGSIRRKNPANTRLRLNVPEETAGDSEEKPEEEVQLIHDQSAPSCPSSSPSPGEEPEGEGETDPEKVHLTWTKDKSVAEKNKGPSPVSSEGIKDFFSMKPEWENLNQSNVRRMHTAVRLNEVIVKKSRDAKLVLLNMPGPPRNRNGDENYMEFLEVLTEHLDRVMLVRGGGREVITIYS
# TRPML3 ag = human TRPML3 channel agonists, primary screen, cell-based, HEK293 TRPML3-YFP, Fluo-8 calcium fluorescence, 3 µM. AID 1448, 2008. 100% = the carbachol control signal. 220,000 tested, 0.29% active. Mucolipin-3 (Homo sapiens), Q8TDD5. activation, % at 3 µM;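 active = activation above its plate's cutoff, the mean activation of the plate's test wells plus 3 SD, cut at about 12% in these data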;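 also: 0% = DMSO only wells and 100% = carbachol wells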
#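 Test system: HEK293 cells stably carrying human TRPML3-YFP; Doses: single dose, 3 µM final nominal compound, 0.3% DMSO final; Schedule: dye loading 1 h 37 °C then 30 min ambient, 125 s read; Technique: Fluo-8 calcium fluorescence; Benchmarks: high control carbachol 87 µM, low control DMSO.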
# PPC-1+TRAIL kill = compounds killing PPC-1 cancer cells with TRAIL present, primary screen, TRAIL potentiator project, ATPLite luminescence, uHTS; PPC-1 cells + TRAIL, ATPLite viability luminescence; cell killing (% activity), % at 4 µM; 220,000 tested, 0.41% active; AID 1443, 2008;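 active = cell killing above 50% in the first pass at 4 µM, then a duplicate retest at 5 µM averaging 50% or more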;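 also: plate controls were cells with TRAIL plus DMSO for no effect and medium-only wells lacking cells for full effect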
# Furin inhibitor = human furin inhibitors, primary screen, biochemical, fluorescence intensity; P09958; purified furin, fluorogenic substrate cleavage; inhibition, % at 30 µM; 220,000 tested, 0.061% active; in the data active = inhibition above about 25%; also: inactives centre near -15
# TRPN1 ag = zebrafish TRPN1 channel agonists, primary screen, cell-based, HEK293, calcium fluorescence; activation, % at 3 µM; transient receptor potential cation channel N1 (TRPN1/NompC), Danio rerio; HEK293 zebrafish TRPN1-YFP, Fluo-8 calcium fluorescence; 100% = response to 87 µM carbachol; 220,000 tested, 0.18% active;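 active = activation above its plate's cutoff, the mean activation of test wells on that plate plus 3 SD, cut at about 19% in these data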;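 also: 0% = DMSO alone and 100% = 87 µM carbachol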
#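 Control set: carbachol 87 µM as high control, DMSO as low control; system: HEK293 stable line with zebrafish TRPN1-YFP; read-out: % activation versus carbachol response; detection: intracellular calcium fluorescence with Fluo-8; doses: single test compound dose, 3 µM nominal, 0.3% DMSO; schedule: dye 1 h 37 °C plus 30 min RT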
# EBV gp42 block = Epstein-Barr virus gp42 inhibitors, primary screen, biochemical, uHTS, fluorescence polarization. Fluorescence polarization binding assay, mP read-out. inhibition, % (tested at 21.74 µM). Glycoprotein 42 (Epstein-Barr virus (strain AG876)), Q1HVG2. 220,000 tested, 0.42% active; in the data active = inhibition above about 50%
# TbHK1 inh = Trypanosoma brucei hexokinase 1 inhibitors, primary screen, biochemical, G6PDH-coupled NADH absorbance, MLSCN library; hexokinase 1 [Trypanosoma brucei]; recombinant TbHK1, G6PDH-coupled NADH A340; inhibition, % at 10 µM; 220,000 tested, 0.11% active; AID 1430, 2008;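 active = inhibition of 50% or more in the single-dose primary screen; inactive = inhibition below 50%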
# Calpain2 inh = inhibitors of pig calpain II, primary screen, biochemical, fluorogenic peptide substrate, 1536-well. 220,000 tested, 0.37% active. purified calpain II, 30 min. inhibition, % at 16 µM. AID 1236, 2008;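 active = inhibition above about 50%, limit read from the data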
# Active calls of the source: *; i = inactive; · = not tested or not shown; [ ] = remark or other dose.
SMILES,Thrombin inh,KCC2 mod,TRPML3 ag,PPC-1+TRAIL kill,Furin inhibitor,TRPN1 ag,EBV gp42 block,TbHK1 inh,Calpain2 inh
Cc1ccc(CNC(=O)CCc2c(C)nc3ncnn3c2C)cc1,4,0.15,0.5,2,-5,0.4,-18,4,3
CCOc1nc(NC(=O)NS(=O)(=O)c2cccc(Cl)c2)nc(-c2ccccc2)n1,-8,0.69,0.3,15,-7,-0.1,-13,32,-11
Nc1c(C(=O)Nc2ccccc2F)sc2nc(Cc3ccccc3)cc(C(F)(F)F)c12,-5,i,1.2,11,-11[20 µM],1.8,9,-15,i
Cn1c(=O)c2c(ncn2CC(=O)Nc2cccc(S(=O)(=O)Nc3ccccc3F)c2)n(C)c1=O,-2,-0.041,0.3,13,-14,0.4,-5,0,-22
CCOc1ccc(C(=O)N(Cc2ccc(OC)cc2)Cc2cc3cc(OC)ccc3[nH]c2=O)cc1,6,·,0.0,21,-27[20 µM],-0.7,-7,-9,-40
COC(=O)CCC(=O)OC1(C)C(=O)C=C2C=C(C3CC3)N(C(CO)CO)C=C2C1=O (stereo not drawn),0,0.74,·,-9,-10,·,-18,-26,-6
CCCn1c(SCC(=O)Nc2cccc(C)n2)nc2c1c(=O)n(C)c(=O)n2C,-10,·,0.7,6,-23,0.6,-26,2,18
COC(=O)CC(c1ccc(OC)c(OC)c1)c1ccc(OC)c(OC)c1,0,-0.37,0.8,21,-14,2.4,-3,16,17
COC(=O)CCC(=O)OC1(C)C(=O)C=C2C=C(C3CC3)N(C3CCCCC3)C=C2C1=O (stereo not drawn),-2,0.38,·,6,-1,·,-2,-41,-11
CCOC(=O)c1[nH]c2ccc(OC)cc2c1NC(=O)CN1CCC2(CC1)OCCO2,1,·,-0.2,12,-32,1.1,-4,-8,i
Cn1c(O)c(N=Nc2ccc(F)cc2)c2ccccc21,-26,-0.042,1.2,26,-8,-0.5,8,-4,-6
OCC1(CCc2ccccc2)CCN(Cc2c(F)ccc(F)c2F)CC1,-5,-0.33,1.3,·,-10,2.5,-2,-17,-11
O=C(NCCN1CCc2ccccc2C1)C1CCN(S(=O)(=O)N2CCC3(CC2)OCCO3)CC1,-2,·,0.5,11,-22,2.5,-16,0,-16
C/C(NC(=O)c1cccs1)=C1\C(=O)C[C@@H]2[C@H]1C2(C)C,-8,·,0.5,7,-13,-0.3,0,-19,27
CCSc1nnc(-c2cnn(-c3ccccc3)c2-n2cccc2)n1C,-7,1.1,0.6,9,-9[20 µM],0.4,-2,-5,-18
Cc1cc(C)c2c(c1)/C(=N/NS(=O)(=O)c1ccc(Br)cc1)CCC2,-4,0.26,-0.8,32,-11[20 µM],-2.0,-3,-11,-26
O=C(CN1C(=O)/C(=C/c2ccccc2F)Oc2ccccc21)N1CCN(c2ccccn2)CC1,-9,0.52,0.9,-3,-46,-0.9,-18,10,-492
O=C(Nc1ccc(F)cc1)Nc1cc(S(=O)(=O)N2CCOCC2)ccc1N1CCCC1,-6,0.18,1.1,27,-13,0.8,3,-8,-21
O=C(CNC1CCCC1)Nc1cc(Cl)ccc1[N+](=O)[O-],-10,0.64,-0.7,21,-6,-1.7,-8,-14,32
O=C(CCCCCN1C(=O)CCC1=O)Nc1ccc2c(c1)OCCO2,0,-0.29,0.1,5,5[20 µM],0.1,-13,7,-9
O=C(NCc1ccco1)c1ccc(-c2cccc(Cl)c2)o1,-5,·,-0.6,11,-30,-2.5,-7,-5,4
S=c1nc(-c2ccc(Br)cc2)oc2c1CCCC2,-24,83*,-0.1,23,-9[20 µM],1.1,5,-2,26
CCOc1ccc(C(=O)NCC(=O)OCc2cc([N+](=O)[O-])cc3c2OCOC3)cc1OCC,-22,-0.82,0.0,4,-29,0.6,-9,-1,-1
CCNC(=S)NNC(=O)c1cc(-c2cccc(OCC)c2)nc2ccccc12,-1,-0.27,-0.5,16,-5[20 µM],-1.1,-4,-15,17
CC(=O)NC(CCS(C)(=O)=O)C(=O)Nc1cc(Cl)ccc1Cl (stereo not drawn),-3,-0.37,0.2,7,-26,-0.1,-10,12,-15
O=Nc1c2nc3ccccc3n(O)c-2c2ccccc12,5,0.51,-0.7,14,-13,-1.2,-2,-33,1
O=C(CNC(=O)c1ccc2ccccc2c1)OCC(=O)N1CCN(S(=O)(=O)c2ccc3ccccc3c2)CC1,-11,-0.089,0.5,-2,-5,-2.0,-24,-11,-83
Cn1c(N2CCN(C(=O)Nc3ccc(C(F)(F)F)cc3)CC2)nc2ccccc21,0,-0.6,2.3,11,-18,3.2,-5,-2,-31
O=C(NC1CCN(C(=S)NCc2ccco2)CC1)c1ccc(F)cc1,-4,·,-0.8,13,-19[20 µM],-0.5,8,-7,-2
COC(=O)c1c(S(C)(=O)=O)nc(-c2ccccc2)[nH]c1=O,-2,-0.24,1.3,7,-12,1.1,-7,-8,-7
Cc1ccccc1OCC(O)Cn1c(N2CCN(c3ccccc3)CC2)nc2c1c(=O)[nH]c(=O)n2C (stereo not drawn),2,0.68,0.4,-7,-23,0.8,1,1,-27
CCOC(=O)N1CCN(C(=O)c2cn(CC)c3ccc(S(=O)(=O)N4CCCC4)cc3c2=O)CC1,3,0.85,0.8,3,-3[20 µM],0.2,-10,-34,12
N=c1n(CCN2CCCCC2)c2ccccc2n1CC(O)COc1ccccc1 (stereo not drawn),6,0.87,0.4,12,-4,0.2,-31,9,19
CC(C)CNC(=S)NNC(=O)c1csc2ccccc12,4,1.1,-0.4,17,1[20 µM],-1.6,-34,-6,-2
O=C(CN1CCN(c2ccccc2)CC1)Nc1ccc2c(c1)OCCO2,-3,1.3,0.9,17,-23,-1.3,3,2,-1
CCn1c(SCC(=O)c2ccc(O)c(O)c2)nnc1-c1ccc(C)cc1,-3,·,-0.5,14,-15[20 µM],1.0,-13,28,5
COc1cccc(C2=NOC(C(=O)NCc3ccco3)C2)c1 (stereo not drawn),0,·,0.1,17,-15,-1.1,-11,-5,9
C=CCn1c(SCn2nnc3ccccc3c2=O)nnc1-c1ccc(Br)cc1,27,-0.28,-1.2,-2,-6[20 µM],-0.1,-20,4,25
C=CCNC(=O)c1ccc([N+](=O)[O-])c(Cl)c1,4,-1.1,1.2,4,-28,2.0,-7,-2,-6
CC1(C)Cc2nc3sc4c(N(CCO)CCO)nnnc4c3cc2CO1,-8,·,0.9,3,-14,2.1,1,-12,-322
CCOC(=O)N1CCC(=NNC(=O)COc2cccc(C)c2)CC1,-11,0.57,0.5,1,-21,-0.8,-9,2,-5
CCOC(=O)N1CCN(C(=O)C2CCC(CNS(=O)(=O)c3ccc(Cl)cc3)CC2)CC1 (stereo not drawn),-6,·,0.2,-9,-22,-0.1,6,0,-41
CC1CC(C)(C)NC(=S)N1CCCC(=O)Nc1ccc(Cl)cc1 (stereo not drawn),4,·,-0.5,-3,-27,-0.8,-11,3,-31
CCOC(=O)C1C(=O)C=C(c2ccc(OC)cc2)CC1c1ccco1 (stereo not drawn),-6,0.0064,-0.9,-7,-15[20 µM],-1.0,-2,-24,0
CC(=O)Nc1ccc(C(=O)NCC(=O)OCc2c(F)cccc2Cl)cc1,5,-0.39,1.1,9,13,1.9,-8,5,-12

# Profiles, quoted from the list. Values in the order: Thrombin inh | KCC2 mod | TRPML3 ag | PPC-1+TRAIL kill | Furin inhibitor | TRPN1 ag | EBV gp42 block | TbHK1 inh | Calpain2 inh
# `N=c1n(CCN2CCCCC2)c2ccccc2n1CC(O)COc1ccccc1` (stereo not drawn) across the screens: 6 | 0.87 | 0.4 | 12 | -4 | 0.2 | -31 | 9 | 19
# `CC1(C)Cc2nc3sc4c(N(CCO)CCO)nnnc4c3cc2CO1` across the screens: -8 | · | 0.9 | 3 | -14 | 2.1 | 1 | -12 | -322
# `C=CCNC(=O)c1ccc([N+](=O)[O-])c(Cl)c1` across the screens: 4 | -1.1 | 1.2 | 4 | -28 | 2.0 | -7 | -2 | -6
# `O=C(CN1CCN(c2ccccc2)CC1)Nc1ccc2c(c1)OCCO2` across the screens: -3 | 1.3 | 0.9 | 17 | -23 | -1.3 | 3 | 2 | -1

# Going on with the list:
SMILES,Thrombin inh,KCC2 mod,TRPML3 ag,PPC-1+TRAIL kill,Furin inhibitor,TRPN1 ag,EBV gp42 block,TbHK1 inh,Calpain2 inh
CSc1ccccc1C(=O)C1CCCN(Cc2cnn(-c3ccccc3)c2)C1 (stereo not drawn),-1,0.03,1.6,15,-17,0.7,-13,-8,24
COCCN1CCN(c2cc(-c3ccccc3)nc3cc(-c4cccc(F)c4)nn23)CC1,1,-0.46,1.1,14[5 µM],-37[20 µM],1.5,-6,-6,-181
CC(C)Cn1c(N)cc(=O)n(C)c1=O,-2,0.67,0.7,8,-22,0.1,-15,0,-2
CCCCNC(=O)Nc1ccccc1CC,2,-1.1,0.5,0,-20,2.3,-10,-1,-4
O=C1NCCCC2c3c(cc(Br)c(O)c3Br)OC12N1CCOCC1 (stereo not drawn),3,·,0.8,4,-12,0.7,-19,-16,10
Clc1ccc(OCCCn2cncn2)cc1Cl,2,-0.031,1.7,0,-30[20 µM],-0.8,-4,6,17
O=C(CSc1nnc(-c2ccncc2)n1C1CCCCC1)Nc1cccc(O)c1,3,·,0.5,1,-18,2.3,-2,3,3
O=C(CCCl)Nc1cc(SCCO)cc([N+](=O)[O-])c1,5,0.023,0.1,6,-15[20 µM],0.1,-8,0,-10
COC(=O)c1cn[nH]c1NC(=S)Nc1ccc(C)cc1Cl,-14,0.065,-0.1,18,-15[20 µM],-0.3,-15,-7,20
CCCc1nc(N2CCOCC2)c(C#N)c2c1CCCC2,2,0.66,0.1,8,-16[20 µM],-0.4,1,-11,-147
O=S(=O)(c1ccc(S(=O)(=O)N(Cc2ccccc2)Cc2ccco2)cc1)N1CCCC1,·,0.35,0.7,·,-18[20 µM],-1.6,·,5,·
Cc1cnc(CN2CCc3c([nH]c4ccccc34)C2C2CCCCC2)[nH]1 (stereo not drawn),5,0.19,0.2,10,-25,0.7,0,1,-25
CCN1C(=O)C(O)(CC(=O)c2ccccn2)c2ccccc21 (stereo not drawn),-14,0.24,0.9,14,-12[20 µM],-1.2,-10,-10,-31
O=C(O)CCC(=O)Nc1ccccc1C(=O)NCc1ccco1,-1,-0.038,0.1,26,-16[20 µM],-0.9,-22,-8,-7
CC(=O)Cc1nsc(NC(=O)c2cn(-c3ccccc3)nc2-c2ccc(Br)cc2)n1,3,1.7,0.4,23,-1[20 µM],-0.4,-47,-7,-47
O=C(NCCC1=CCCCC1)C(=O)c1c[nH]c2ccccc12,-5,0.79,-0.3,-21,-22,-1.5,-7,2,-2
